# APJ antagonist: antagonists of human APJ apelin receptor | CHO-K1 APJ beta-arrestin complementation, luminescence | 330,000 tested, 0.32% active | inhibition, % at 20 µM | P35414;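 active = inhibition above about 40% at 20 µM, limit read from the data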;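 note: cells challenged with 10 nM apelin-13 agonist together with compound; plate controls were apelin-13 plus DMSO wells for no effect and DMSO wells lacking apelin-13 for full effect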
# Target sequence (P35414 whole entry, looked up): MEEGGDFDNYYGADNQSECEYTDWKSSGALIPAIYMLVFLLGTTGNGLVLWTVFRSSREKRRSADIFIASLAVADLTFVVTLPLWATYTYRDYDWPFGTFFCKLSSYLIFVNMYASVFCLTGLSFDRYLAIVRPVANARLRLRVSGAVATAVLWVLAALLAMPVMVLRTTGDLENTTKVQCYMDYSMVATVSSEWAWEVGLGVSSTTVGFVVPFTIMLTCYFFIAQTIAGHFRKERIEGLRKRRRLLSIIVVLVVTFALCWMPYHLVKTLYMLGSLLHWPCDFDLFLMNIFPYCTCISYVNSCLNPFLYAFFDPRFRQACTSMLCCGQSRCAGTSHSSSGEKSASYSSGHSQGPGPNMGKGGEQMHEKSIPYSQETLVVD
# tim23-1 inh: inhibits growth of tim23-1 mutant yeast | S. cerevisiae tim23-1 growth, BacTiter-Glo luminescence, 24 h | inhibition, % at 20 µM | 330,000 tested, 1.3% active | AID 463212;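 active = growth inhibition of the mutant yeast at or above 50%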;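 note: temperature-sensitive mutant grown at 25 °C; plate controls were DMSO-treated mutant yeast for no effect and medium wells lacking yeast for full effect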
# NLRP3 yeast inh: blocks the NALP3 inflammasome reconstituted in yeast | Yeast reconstituted NLRP3/ASC/caspase-1, beta-gal luminescence, 24 h | inhibition, % at 10 µM | 330,000 tested, 0.39% active | AID 2825;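 active = inhibition of 50% or more; inactive = inhibition below 50%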;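 note: plate controls were induced DMSO wells for no effect and uninduced yeast grown without galactose for full effect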
# MPTP inh: blocks calcium-induced mitochondrial swelling; isolated mouse mitochondria, Ca2+ swelling absorbance, 30 min; inhibition, % at 10 µM; 360,000 tested, 1.4% active; AID 602449;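 active = inhibition of 50% or more, scaled per plate between neutral and stimulator controls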;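 note: 0% = DMSO wells given calcium and 100% = 1 mM EGTA wells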
# tim10-1 inh: tim10-1 yeast growth inhibition; 330,000 tested, 2.2% active; inhibition, % at 20 µM; S. cerevisiae tim10-1 ts strain growth, BacTiter-Glo, 24 h;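 active = inhibition of at least 40%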;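 note: mutant grown at 25 °C; 0% = DMSO wells with yeast and 100% = wells holding no yeast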
# GRIN3A LBD mod: NR3A (human) ligand-binding domain modulation; NR3A LBD differential scanning fluorimetry, Tm shift; 0% = protein alone, 100% = glycine-bound protein; Tm shift relative to glycine control, % at 25 µM; 340,000 tested, 2.5% active; AID 1259313;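 active = melting temperature shift of at least 10% of the positive control shift, at one fixed dose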
# APJ ag: agonists of human APJ apelin receptor; CHO-K1 APJ PathHunter beta-arrestin, luminescence; 0% DMSO wells, 100% apelin; activation, % at 20 µM; P35414; 330,000 tested, 0.11% active;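 active = activation more than six SD over the plate average, tested at 20 µM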;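 note: 0% = DMSO alone and 100% = apelin-13 at 10 nM; some results filed as inactive read as strong as hits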
#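 Test system: CHO-K1 APJ beta-arrestin complementation cell line. Amount: cell density 1000 per well. Controls: DMSO negative, 10 nM Apelin-13 positive. Signal: luminescent beta-gal fragment complementation, chemiluminescent substrate. Read-out basis: agonist-driven arrestin binding to APJ. Timing: compound stimulation 90 min at 25 °C, detection 60 min.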
# TIM10 inh: growth inhibitors of TIM10 yeast strain. 330,000 tested, 1.4% active. AID 463195. S. cerevisiae TIM10 strain growth, BacTiter-Glo luminescence, 24 h. inhibition, % at 10 µM;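 active = inhibition of 40% or more at the single tested concentration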;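 note: wild-type TIM10 isogenic control strain grown at permissive 25 °C; 0% = DMSO yeast wells and 100% = minimal medium wells without yeast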
# MIN6 prolif: induces beta-cell replication in MIN6 cells; MIN6 cells proliferation, ATPlite luminescence, 48 h; cells starved in 0.2% serum; 100% = growth in 10% serum; AID 2380; proliferation, % at 10 µM; 330,000 tested, 0.29% active;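 active = compounds whose signal lies at least 3.5 SD above the mean of all wells on their plate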;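 note: 0% = DMSO-treated cells in low-serum medium and 100% = 10% serum control; some compounds called inactive have numbers as strong as hits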
# Active calls of the source: *; & = joins results of further samples; ! = not active in a repeat. No enrichment for hits. Share with any hit: about 7.2%.
# Each structure is followed by: MPTP inh	APJ ag	NLRP3 yeast inh	tim10-1 inh	GRIN3A LBD mod	TIM10 inh	APJ antagonist	MIN6 prolif	tim23-1 inh
> COCn1cnc(-c2ccccc2)c1-c1ccccc1
  0.4	1	26	26	-1	3	-15	4	16
> CN(Cc1ccccc1)C(=O)c1[nH]cnc1C(=O)NCC(=O)OCc1ccccc1
  1.1	0	21	-7	-1	8	5	-1	12
> O=C(c1ccccc1)n1c(=S)nc2ccccn21
  -6.3	-2	26	15	-3	8	5	-7	27
> O=C(Nc1nc2c(F)cc(F)cc2s1)C1CC1
  -1.1	-5	26	28	-1	18	-9	3	22
> O=C(CN(Cc1ccco1)C(=O)c1ccc(F)cc1)Nc1ccccc1Br
  0.0	-1	11	-2	0	10	-2	-2	29
> CCCC(=O)N(CCN(Cc1ccccc1)C(=O)CCC)Cc1ccccc1
  1.8	1	2	14	-1	12	8	-3	23
> CCn1c(=O)cc(SCC(=O)NCc2ccc3c(c2)OCO3)c2ccccc21
  -2.5	-2	-6	14	0	16	0	0	9
> COC(=O)[C@H](Cc1ccccc1)NC(=O)N1CCN(c2ccccc2)CC1
  1.3	2	10	20	2	13	-19	-1	8
> Cc1ccsc1/C=C(\C#N)C(=O)NCc1cccnc1
  0.8	-3	9	10	0	15	3	2	4
> Cn1cc(C(=O)N2CCN(c3ccccc3)CC2)c(=O)c2cc(S(=O)(=O)N3CCCC3)ccc21
  -2.8	5	16	-12	1	3	19	-2	14
> Cc1ccc(S(=O)(=O)N2CCN(C(=O)c3cc4c(C)nn(-c5ccccc5C)c4s3)CC2)cc1
  -5.8	-2	4	10	1	9	15	-1	14
> CCc1nn(CC(=O)N2CCN(c3ccc(F)cc3)CC2)c(=O)c2cc3occc3n12
  -3.0	-1	20	12	-2	-14	38	-1	15
> N#Cc1ccc(-c2ccc(OCC(O)CN3CCOCC3)cc2)cc1 (centres undefined)
  3.3	-1	1	15	0	21	-11	-3	27
> CCOC(=O)C1C(=O)OC(C)(C)C1C(C)C(=O)c1ccc(C)cc1 (centres undefined)
  3.5	-3	-7	23	-1	8	10	-3	16
> Cc1ccc(C(=O)N(c2ccccn2)C(C)c2ccco2)cc1C (centres undefined)
  2.1	-3	8	22	-1	18	14	-2	16
> O=C1CN(C(=O)CN2CCOCC2)C(c2ccccc2)c2cc(Br)ccc2N1 (centres undefined)
  -2.8	-1	18	15	4	3	6	2	13
> COc1ccc(N(C(=O)C2CCCCC2)S(=O)(=O)c2cccc3cccnc23)cc1
  0.6	-2	10	21	-2	4	-28	-3	24
> O=C(C1=C[C@H](C2CCCCC2)C[C@H](OCCCCO)O1)N1CCN(Cc2ccccc2)CC1
  -0.2	-4	14	18	2	7	16	3	12
> Cc1ccc(CNC(=O)C(C)OC(=O)c2cccs2)cc1 (centres undefined)
  -0.4	-4	9	-3	1	20	-18	1	4
> O=C(COC(=O)CNC(=O)c1cccs1)Nc1ccc(C(F)(F)F)cc1[N+](=O)[O-]
  3.1	12	-2	-1	0	-10	-60	-4	15
> Cc1ccc(NC(=O)c2ccc([N+](=O)[O-])s2)cc1S(=O)(=O)N1CCOCC1
  7.2	9	15	-8	-7	10	-5	-6	9
> CCS(=O)(=O)N1CCN(c2cnn(-c3ccccc3)c(=O)c2Cl)CC1
  -0.8	-1	8	1	-2	2	5	1	4
> CCCCCCCCCCCCCCCCn1cc[n+](C)c1
  58*	-2&-3	61*	93*	-359&-10	67*!	22&37	-4&-6	55*
> Cc1ccc(C)c(OCCC(=O)NCCc2ccc(S(N)(=O)=O)cc2)c1
  0.8	-5	6	4	-1	-3	-7	-5	-4
> O=C(Nc1nc(-c2ccccn2)cs1)c1cc(Cl)ccc1[N+](=O)[O-]
  -2.0	-8	-3	38	-4	-9	72*	-6	4
> CCOC(=O)c1c(C)nc2sc(C(=O)Nc3ccc(OC)cc3)c(N)c2c1-c1ccc(OC)cc1
  1.1	-5	-5	21	-3	7	23	-1	10
> O=C(Nc1ccc(Cl)cc1N1CCOCC1)C1CC1
  0.4	3	7	9	5	18	-6	5	9
> O=S(=O)(NCC1CN(S(=O)(=O)c2ccc3c(c2)OCCO3)C1)c1c(F)cccc1F
  0.8	-2	11	18	3	12	-6	3	25
> COc1ccc2nc(NC(=O)CSc3nnc(C)n3N)sc2c1
  1.8	-7	5	14	-3	3	8	-3	8
> O=C(N/N=C/c1ccncc1)NC1CCCCC1
  -0.8	3	11	3	-1	-12	-11	-2	5
> CCCCn1c(N)c(N(CC(C)C)C(=O)COC(=O)C2(c3ccccc3)CC2)c(=O)[nH]c1=O
  2.2	1	12	-1	2	3	7	-1	7
> Cc1ccc(C)c(Cc2c(C)nc3c(C(=O)N4CCOCC4)cnn3c2C)c1
  -1.9	-4	6	6	-2	5	-18	1	15
> O=C1CCCN1CC(O)CS(=O)(=O)Cc1ccc(Cl)cc1 (centres undefined)
  2.3	4	5	-8	-2	-15	-17	1	11
> O=C(CCc1ccccc1F)N1CCN(c2ccc(C(F)(F)F)cn2)CC1
  1.5	-1	32	20	1	29	9	-4	30
> CCC(C(=O)Nc1cc(F)ccc1F)n1nc(C)c2c(C)n(-c3ccc(C)cc3)nc2c1=O (centres undefined)
  -2.0	1	32	4	1	-5	-9	-3	22
> COC(=O)c1ccccc1NC(=O)C(C)c1ccc([N+](=O)[O-])cc1 (centres undefined)
  2.0	-5	8	8	2	-12	1	0	2
> Cc1ccc(-n2nnnc2SCC(=O)c2cc(C)n(CC3CCCO3)c2C)cc1 (centres undefined)
  0.3	-6	15	15	3	-7	-2	0	1
> CC(C)(C)OC(=O)NC1CCN(S(=O)(=O)c2ccc3c(c2)OCCO3)CC1
  -0.2	-4	-2	11	1	16	10	-4	16
> COc1ccc([N+](=O)[O-])cc1NCc1ccccc1C
  3.0	2	2	18	-43	13	14	-4	34
> CCN(CCCNC(=O)Cn1ncc2c([nH]c3ccccc32)c1=O)Cc1ccccc1
  0.1	-5	19	5	-1	5	-9	-1	4
> CCCS(=O)(=O)Nc1cccc(-c2nc3cccnc3s2)c1
  -0.9	-2	4	20	2	4	-3	2	23
> COc1ccc(/C=C/C(=O)N(C)c2ccccc2C(=O)O)cc1
  -3.3	-2	10	-2	1	-18	9	-3	18
> CS(=O)(=O)N(CC(=O)NCc1ccc(Cl)cc1)C1CCCCC1
  0.3	-2	14	16	2	-53	-12	0	-31
> Cc1ccc2nc(SCC(=O)NCc3ccco3)[nH]c2c1
  -1.3	-4	-12	-3	-1	-9	31	-1	-6
> CSc1nsc(SCC(=O)Nc2ccc(NC(C)=O)cc2)n1
  -1.6	0	12	-3	1	-16	-11	-2	15
> COc1cc(C(=O)OCC(=O)N(C)c2ccccc2)cc(OC)c1OC
  0.2	0	12	19	0	15	6	-1	9
> O=C(NN=C1CCCC1)c1cc(Br)ccc1O
  -0.7	0	-1	-11	-3	21	13	0	7
> COc1ccc(S(=O)(=O)N(C)CC(=O)Nc2cccc(C(C)=O)c2)cc1Cl
  -0.8	-3	-5	15	-1	13	8	1	5
> Cc1nn(-c2ccccc2)c2c1C(c1ccc([N+](=O)[O-])cc1)C(C#N)=C(N)O2 (centres undefined)
  0.6	5	1	9	-1	-2	0	3	12
> COc1ccc(NC(=O)CN(C)C(=O)c2ccc(C)s2)cc1
  -0.7	-1	12	-5	-3	-7	-2	-2	-9

# The listing continues:
# Each structure is followed by: MPTP inh	APJ ag	NLRP3 yeast inh	tim10-1 inh	GRIN3A LBD mod	TIM10 inh	APJ antagonist	MIN6 prolif	tim23-1 inh
> O=C(NCCCc1ccccc1)C1CCC(=O)N(Cc2ccc(Cl)cc2)C1 (centres undefined)
  -0.2	0	9	-9	-1	-6	3	-3	-5
> CC(C)(C)c1cc(-c2ccccc2)n[nH]1
  2.0	-3	12	5	2	8	-3	-1	16
> Cc1ccc(NC(=O)Nc2ccccc2CC[N+](=O)[O-])cc1
  -0.2	-4	11	9	-2	4	-6	-1	7
> O=C(C1=C[C@H](C2CC2)C[C@H](OCc2ccc(CO)cc2)O1)N1CCN(Cc2ccc3c(c2)OCO3)CC1
  -0.2	-1	18	19	-3	5	-10	-3	7
> CC1Cc2ccccc2N1C(=O)c1cc2c(=O)n3ccccc3nc2n1C (centres undefined)
  0.5	7	13	33	0	-3	-10	3	38
> CCCCN(CCCC)NC(=O)c1ccccc1
  -0.6	-3	15	10	-2	15	0	4	3
> Cc1ccc2nc3c(cc(C(=O)NCC4CCCO4)c(=N)n3C3CCCC3)c(=O)n2c1 (centres undefined)
  0.5	-4	11	-6	-2	0	0	0	4
> COc1cc(Nc2ccc(C(=O)O)cc2[N+](=O)[O-])cc(OC)c1
  2.7	-5	12	25	0	12	19	0	7
> CC(=O)c1sc(NC(=O)c2ccc(F)c(S(=O)(=O)N3CCOCC3)c2)nc1C
  -0.4	-4	10	6	0	2	5	-3	1
> CC(C)(C)OC(=O)C[C@H]1C/C=C\C[C@H](CC(=O)N(CCO)Cc2ccccc2)C(=O)NC[C@H](c2ccccc2)OC1=O
  -0.3	-3	16	4	-1	3	14	0	5
> Cc1ccc(C)c(OCCSc2nnc(-c3cccnc3)n2N)c1
  0.8	-3	4	14	-4	1	-4	0	9
> CC(C)(C)c1ccc(C(=O)C2CCCN(C(=O)C3CCOCC3)C2)cc1 (centres undefined)
  0.2	3	8	25	-1	17	4	0	22
> Cc1ccc(S(=O)(=O)N2CCCCC2)cc1NC(=O)[C@@H]1CCCN1C(=O)c1cccs1
  0.2	-4	1	6	0	5	6	-2	8
> COc1ccc(NC(=O)[C@@H]2CCCN2S(=O)(=O)c2ccc(Cl)cc2)cc1
  0.7	-2	0	-6	-1	-1	11	-4	20
> Cc1ccc(-n2nnnc2SCC(=O)NC2CC2)cc1C
  0.2	6	17	19	2	14	11	-4	9
> COc1ccccc1OCc1nn[nH]n1
  -0.6	-3	14	-9	1	-9	-9	0	-4
> O=C(Nc1cc2c(cc1Br)OCCCO2)c1ccccc1
  5.8	-2	34	10	-6	5	1	2	14
> Nn1c(=O)[nH]c2ccccc2c1=O
  -1.2	-4	8	0	1	-1	-12	-4	12
> COCCN1C=C2C(=O)C(C)(OC(=O)C3CCCC3)C(=O)C=C2C=C1c1ccsc1 (centres undefined)
  0.5	16	0	-2	1	7	-106	-4	19
> CCCCOc1ccc(C2C(C(=O)c3ccc(C)o3)=C(O)C(=O)N2CC2CCCO2)cc1 (centres undefined)
  0.0	-3	16	9	2	6	3	-4	10
> COc1ccc(C(C)=O)cc1COC(=O)c1cnc(C)cn1
  2.7	-4	-4	5	-3	2	3	-3	-3
> C=C(C)CSc1nnc(CCNC(=O)OC(C)(C)C)o1
  -0.2	-8	6	17	2	-5	-1	-3	16
> Cc1cc(C)n(C(CC(=O)O)C(=O)O)n1 (centres undefined)
  1.2	18	14	-2	0	4	-28	-3	22
> COC(=O)c1nn(-c2ccc(Oc3ccccc3)cc2)c(=O)cc1O
  -1.0	-2	4	9	0	15	11	2	4
> Cc1ccc(NC(=O)CN(C)C(=O)c2cccc(S(=O)(=O)NCc3ccccc3)c2)cc1
  -0.3	1	31	-3	0	1	11	-1	-6
> CC(C)(C)OC(=O)NOCC(=O)N(Cc1ccccc1)CC(O)COc1ccccc1 (centres undefined)
  -0.9	-4	0	16	-1	5	13	-1	7
> C=CCc1ccc(OC)c(OC)c1
  -1.0	-2	16	12	-1	3	1	1	-17
